# High-throughput results: PubChem, several laboratories
# Insulin prom up = MIN6 insulin promoter up-regulation; z-score at 5 µM; AID 1625; MIN6 insulin promoter-GFP reporter, high-content imaging; stronger effect = higher value; 0.3% of 190,000 active;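 active means z-score above 3 at 5 µM with at least 500 cells counted in the well; inconclusive means wells under 500 cells, flagged as cytotoxic or low count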
# SV40 large T antigen = TAg ATPase/helicase activity blockers – biochemical (AID 1903). SV40 large T antigen ATPase/helicase inhibition assay; higher % means a stronger effect. one-dose inhibition, % at 20 µM; IC50 in µM for titrated hits. 0.39% of 310,000 active; in the data active means a potency from the dose series; inconclusive means inhibition mostly from about 32% at the one dose, without a potency; inactive means the rest, 99 in 100 with inhibition below about 32%; further: strong numbers were not always called active
# CSM14.1 death rescue = protection against thapsigargin-triggered cell killing – 384-well, CSM14.1, ATP luminescence, primary screen (AID 1222) | CSM14.1 thapsigargin-induced death rescue, ATP luminescence; higher % means a stronger effect | one-dose cellular ATP content (survival), % at 20 µM; EC50 in µM for titrated hits | 190,000 tested, under 10 active;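 active means EC50 below 50 µM in the dose-response confirmation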;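 further: death triggered by thapsigargin at about 15 µM added after 2 h compound pretreatment; cell ATP read after overnight thapsigargin exposure of roughly 18 to 22 hours; normalized against plate controls of thapsigargin alone and 5% DMSO vehicle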
# PMI inhibitors = inhibitors of human PMI, primary screen, biochemical, fluorescence intensity, coupled assay (AID 1209). 0.42% of 190,000 active. inhibition, % at 20 µM; hits with a dose series show IC50 in µM. purified PMI enzyme, coupled fluorescence intensity; higher % means a stronger effect;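 further: plate controls were DMSO vehicle for no effect and wells lacking substrate for full effect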
# PhoP inhibition = inhibitors of PhoP regulon expression, primary screen, Salmonella Typhimurium, GFP reporter (AID 1863); 0.16% of 300,000 active; S. Typhimurium PhoP-regulated promoter GFP reporter, 4 h; higher % means a stronger effect; one-dose inhibition, % at 50 µM; IC50 in µM for titrated hits;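 active means inhibition over 29.93%, a cutoff 3 SD above the screen mean, later confirmed by dose response; inconclusive means inhibition over 29.93% but no dose response follow-up; inactive means inhibition at most 29.93% or unconfirmed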;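 further: 0% = low Mg2+ inducing control and 100% = high Mg2+ repressing control; strong numbers were not always called active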
# West Nile virus CPE = West Nile virus antiviral activity, cell-based, CPE readout (AID 1621); West Nile virus-infected cells, CPE inhibition; higher % means a stronger effect; CPE inhibition, % at 10 µM, or IC50 in µM where a hit was titrated; 0.02% of 290,000 active; in the data active means a potency from the dose series; inconclusive means CPE inhibition mostly from about 3.7% at the one dose, without a potency; inactive means the rest, 99 in 100 with CPE inhibition below about 2.2%; further: strong numbers were not always called active
# TNAP activation fold = stimulation of alkaline phosphatase TNAP activity – biochemical, luminescent, no phosphate acceptor, uHTS, primary screen (AID 1001) | one-dose activation fold at 20 µM; EC50 in µM for titrated hits | purified TNAP, luminescent activation assay, no phosphate acceptor; higher activation fold means a stronger effect | 0.03% of 200,000 active; in the data active means activation fold from about 3, or a potency from the dose series; inactive means the rest, 99 in 100 with activation fold below about 1.6; further: many of its hits are not listed in these tables
# human PMI inhibitors = MPI inhibition at elevated mannose 6-phosphate – biochemical, fluorescence intensity, high mannose 6-phosphate, primary screen (AID 1220); recombinant PMI enzyme, coupled fluorescence intensity; higher % means a stronger effect; inhibition, % at 20 µM; hits with a dose series show IC50 in µM; 0.66% of 190,000 active
# RSV CPE inhibition = RSV antiviral activity via CPE protection, HEp-2 cells, primary 10 µM value included (AID 2391); HEp-2 cells, RSV-induced CPE inhibition; higher % means a stronger effect; 0.13% of 310,000 active; one-dose CPE inhibition, % at 10 µM; IC50 in µM for titrated hits; in the data active means a potency from the dose series; inconclusive means CPE inhibition mostly from about 23% at the one dose, without a potency; inactive means the rest, 99 in 100 with CPE inhibition below about 21%; further: strong numbers were not always called active
# Insulin prom up cell count = also measured in Insulin prom up; calls as there; cell count; measured here: cytotoxicity, nuclei count;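 total cells summed across four imaged fields per well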
# An asterisk follows results filed as active; ? = inconclusive; . = not tested or not shown. Unless noted, no stated cut-off is given here; in the data, active means inhibition above about 50%; inactive means the rest.
SMILES,Insulin prom up,Insulin prom up cell count,SV40 large T antigen,CSM14.1 death rescue,PMI inhibitors,PhoP inhibition,West Nile virus CPE,TNAP activation fold,human PMI inhibitors,RSV CPE inhibition
CCOC(=O)CCCNC(=O)CCNC(=O)c1ccc(OC(C)C)cc1,.,.,4%,-4.2%,10%,5%,0.5%,1.1,6%,-0.7%
COC(=O)/C(=C/c1ccc2c(c1)c1ccccc1n2C)NC(=O)c1ccccc1,.,.,6%,19%,18%,6%,1.0%,1.1,13%,9.5%
Cc1nc2c(C)cccn2c1/C(O)=C1\C(=O)C(=O)N(CCN(C)C)C1c1ccco1 (centres undefined),-0.68,1401,7%,.,.,-7%,0.1%,.,.,.
COc1ccc(CNn2c(C)nc3ccccc3c2=O)cc1,.,.,0%,1.2%,7%,-6%,1.7%,1,6%,0.3%
O=C(CSc1nnnn1Cc1ccccc1)Nc1ccccc1,-1.3,967,7%,.,.,3%,-0.2%,.,.,0.0%
CC(=O)N1C(c2ccccc2O)C[C@]2(C)CC(=O)NC12 (some centres undefined),.,.,7%,0.1%,2%,-1%,0.2%,1.1,4%,1.5%
CC1(C)CC(=O)N(c2ccc(Cl)c(Cl)c2)C(=O)C1,.,.,5%,.,.,1%,0.5%,.,.,1.4%
COc1ccccc1N1CCN(C(=O)C2CCN(C(=O)c3ccccc3Cl)CC2)CC1,.,.,4%,.,.,6%,-0.8%,.,.,1.6%
CCC1(CC)N([O-])C(C)=C(c2ccccc2)[N+]1=O,0.15,1332,3%,-0.5%,5%,10%,0.3%,1.1,14%,-0.2%
NC(=O)c1c(NC(NC(=O)c2ccco2)C(=O)c2ccc(Cl)cc2)sc2c1CCCC2 (centres undefined),0.53,912,37%,-0.6%,1%,-5%,-0.4%,1.1,-6%,1.4%
COc1ccc(C)cc1NC(=O)CN1CCN(c2ccccc2F)CC1,-2.3,1096,3%,-0.1%,14%,-8%,-0.5%,1.1,17%,?
O=C1c2oc3ccccc3c(=O)c2C(c2cccnc2)N1Cc1ccco1 (centres undefined),-0.53,1266,18%,.,7%,2%,-0.4%,1.1,4%,-0.5%
COc1ccccc1NC(=O)OCC#CCOC(=O)Nc1ccccc1OC,-0.21,1039,3%,.,.,-4%,-0.6%,.,.,8.3%
COc1ccc(-n2nc(N)c(C(N)=O)n2)cc1,-0.12,1641,2%,-1.1%,0%,-2%,0.1%,1.1,4%,1.1%
Cc1ccc(C(=O)COC(=O)C2CC(=O)N(c3nc(-c4ccccc4)cs3)C2)cc1 (centres undefined),-0.14,927,11%,-0.7%,13%,9%,0.2%,1,13%,2.8%
Cc1cc(C)c(C)c(OCC(=O)N2CCOCC2)c1,.,.,14%,2.6%,-8%,-4%,0.1%,1,-13%,3.7%
Cn1c(=O)[nH]c(=O)c2c1nc(Br)n2Cc1ccccc1F,-1,1051,.,-3.5%,-1%,.,0.6%,1.1,2%,2.5%
CCN(CC)C(=O)CCSc1nnc(-c2ccncc2)o1,0.28,1214,7%,-1.5%,-7%,-5%,-0.4%,1.1,-5%,1.1%
COc1cccc(C(C(=O)NCC2CCCO2)N(C(=O)Cn2nnc3ccccc32)c2ccccc2C(C)=O)c1OC (centres undefined),.,.,10%,.,.,-6%,-0.3%,.,.,1.5%
COc1ccc(CNC(=S)N2CCN(S(=O)(=O)c3cccc(F)c3)CC2)cc1,0.56,1107,7%,.,.,0%,0.0%,.,.,0.1%
Cc1cc(Cl)ccc1OCC(=O)Nc1nc(-c2cccnc2)cs1,-0.81,991,9%,.,.,-3%,-0.7%,.,.,-0.4%
Cc1ccc2nc(SCC(=O)c3c(C)[nH]c4ccccc34)[nH]c2c1,0.08,1215,9%,0.8%,5%,32%,-0.5%,1.5,7%,?
Brc1ccccc1OCCOc1cccc2cccnc12,-0.2,1298,17%,6.9%,1%,-13%,-0.9%,1.1,11%,3.6%
COCCn1c(C)cc(/C=C2/NC(=O)N(c3cccc(Cl)c3)C2=O)c1C,-0.93,1500,10%,-0.7%,4%,-9%,0.3%,1.1,1%,16%
CCOC(=O)N1CCN(C(=O)CCc2ccc(S(=O)(=O)NC(C)(C)C)cc2)CC1,.,.,2%,.,.,-2%,-0.9%,.,.,1.0%
Cc1cccc(NC(=S)N2CCCCC2c2cccnc2)c1C (centres undefined),-0.36,1210,2%,.,.,-3%,-0.5%,.,.,1.0%
CC(=O)Nc1ccc(C(=O)OCC(=O)NC2CCCCCCC2)cc1,0.53,1238,10%,-1.5%,-17%,-8%,0.2%,1.1,-4%,-0.5%
O=[N+]([O-])c1cccc(-c2nc3ccccc3s/c2=N/O)c1,-0.48,1349,-1%,.,.,-6%,-0.2%,.,.,?
NC(=O)c1ccc(C(F)(F)F)n(Cc2ccc(F)c(F)c2)c1=O,0.06,1287,-3%,-0.3%,8%,9%,-1.1%,1.1,9%,7.5%
CCOc1ccc(-c2csc(NC(=O)C3CCCO3)n2)cc1 (centres undefined),0.07,1876,2%,-2.0%,9%,1%,0.1%,1,9%,0.1%
Cc1c(CC(=O)O)c(=O)oc2c(C)c(OCc3ccc(F)cc3Cl)ccc12,.,.,35%,.,.,-1%,-0.3%,.,.,6.5%
CCCCNC(=O)c1c(O)c2cccc3c2n(c1=O)CCC3,0.12,1373,1%,.,8%,1%,0.3%,1.1,4%,2.0%
O=C(N[C@@H](Cc1ccccc1)C(=O)OCc1ccccc1)c1nc[nH]c1C(=O)N[C@@H](Cc1ccccc1)C(=O)OCc1ccccc1,.,.,1%,.,.,0%,-0.7%,.,.,-0.8%
COc1ccc(Oc2cc(C)nc(Cl)n2)nn1,1,1205,10%,-1.0%,-14%,4%,0.3%,1,-11%,1.6%
CC1CCCC(NC(=O)C2CCN(S(=O)(=O)c3cnc[nH]3)CC2)C1C (centres undefined),.,.,10%,.,.,-9%,-0.1%,.,.,2.4%
Cc1ccccc1NC(=O)NC1(C(=O)N2CCC(C(N)=O)CC2)CCCCC1,.,.,6%,.,.,0%,-0.2%,.,.,1.6%
c1cc2c(cc1-c1[nH]ncc1CN1CC3C[C@@H]4CC1C[C@H](C3)C4)OCO2,-0.31,1463,5%,-2.1%,-3%,-6%,0.0%,0.8,-5%,-1.3%
Cc1cc(-n2c(SCC(=O)NCCC3=CCCCC3)nc3n[nH]c(C)c3c2=N)ccc1Cl,.,.,-5%,.,.,1%,-2.0%,.,.,21%
Cc1c(C(=O)NCc2ccc3c(c2)OCO3)oc2ccc(S(=O)(=O)N3CCC(C)CC3)cc12,-1.3,883,1%,0.0%,11%,-5%,?,1,15%,3.6%
CCOc1cc2[nH]c(=O)n(CCCCC(=O)NC3CCCCCC3)c(=O)c2cc1OCC,-0.64,1034,22%,-0.6%,6%,-6%,0.0%,1,5%,1.1%
O=C(CCC(=O)NNC(=S)Nc1ccccc1)NCc1ccccc1,-0.36,1914,9%,-1.4%,10%,4%,0.2%,1.1,10%,0.8%
NC(=S)N/N=C\c1c(OCc2ccccc2Cl)ccc2ccccc12,-2,661,2%,0.9%,5%,-9%,-1.7%,1,0%,9.3%
O=C(CCS(=O)(=O)c1cccs1)N1CCN(c2ccc(F)cc2)CC1,-0.23,1663,-1%,-0.9%,3%,-3%,-1.0%,0.9,2%,0.2%
NNC(=O)c1cc2nc(-c3cccs3)cc(C(F)(F)F)n2n1,-0.3,1434,2%,2.1%,-10%,5%,0.0%,1.1,-1%,4.0%
O=C(NCc1ccc2c(c1)OCO2)c1cc(-c2ccccc2)on1,0.48,1218,-3%,-2.4%,16%,7%,-0.6%,1.1,15%,-1.2%

# Structural class, those above with an NH in an aromatic ring (seven)
SMILES,Insulin prom up,Insulin prom up cell count,SV40 large T antigen,CSM14.1 death rescue,PMI inhibitors,PhoP inhibition,West Nile virus CPE,TNAP activation fold,human PMI inhibitors,RSV CPE inhibition
Cn1c(=O)[nH]c(=O)c2c1nc(Br)n2Cc1ccccc1F,-1,1051,.,-3.5%,-1%,.,0.6%,1.1,2%,2.5%
Cc1ccc2nc(SCC(=O)c3c(C)[nH]c4ccccc34)[nH]c2c1,0.08,1215,9%,0.8%,5%,32%,-0.5%,1.5,7%,?
O=C(N[C@@H](Cc1ccccc1)C(=O)OCc1ccccc1)c1nc[nH]c1C(=O)N[C@@H](Cc1ccccc1)C(=O)OCc1ccccc1,.,.,1%,.,.,0%,-0.7%,.,.,-0.8%
CC1CCCC(NC(=O)C2CCN(S(=O)(=O)c3cnc[nH]3)CC2)C1C (centres undefined),.,.,10%,.,.,-9%,-0.1%,.,.,2.4%
c1cc2c(cc1-c1[nH]ncc1CN1CC3C[C@@H]4CC1C[C@H](C3)C4)OCO2,-0.31,1463,5%,-2.1%,-3%,-6%,0.0%,0.8,-5%,-1.3%
Cc1cc(-n2c(SCC(=O)NCCC3=CCCCC3)nc3n[nH]c(C)c3c2=N)ccc1Cl,.,.,-5%,.,.,1%,-2.0%,.,.,21%
CCOc1cc2[nH]c(=O)n(CCCCC(=O)NC3CCCCCC3)c(=O)c2cc1OCC,-0.64,1034,22%,-0.6%,6%,-6%,0.0%,1,5%,1.1%
